Assay outcomes deposited in PubChem by National Center for Advancing Translational Sciences (NCATS).
DRD3 agonist: D3 dopamine receptor (human) agonism; D3R DiscoveRx beta-arrestin cells, luminescence, 90 min; max activation, %; actives 0.58% (n = 410,000); AID 652048; in the data active = max activation above about 30%; note: 0% is about no effect; mostly tested at two doses, the higher about 12 µM
Target sequence (P35462 whole entry, looked up): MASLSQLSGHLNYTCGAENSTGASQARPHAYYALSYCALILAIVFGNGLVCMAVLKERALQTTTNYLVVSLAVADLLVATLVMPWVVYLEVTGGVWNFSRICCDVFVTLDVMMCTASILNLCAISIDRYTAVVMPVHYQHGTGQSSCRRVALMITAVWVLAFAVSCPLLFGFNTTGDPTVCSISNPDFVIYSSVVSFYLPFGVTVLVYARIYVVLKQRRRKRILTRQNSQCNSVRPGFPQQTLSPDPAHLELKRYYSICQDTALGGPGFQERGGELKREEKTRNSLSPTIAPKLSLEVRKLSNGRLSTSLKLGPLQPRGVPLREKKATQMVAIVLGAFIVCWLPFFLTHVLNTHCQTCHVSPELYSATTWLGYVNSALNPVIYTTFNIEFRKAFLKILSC
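Cells at 1500/well, incubated overnight, then treated with pinned compounds (dopamine as control) for 90 min at 37 degrees C. DiscoveRx reagent added for 30 - 60 minutes at room temperature; luminescence read.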
HT1080 IDH1KD tx: HT-1080 IDH1 knockdown cell toxicity (counter line); HT-1080 IDH1 knockdown viability, ATP luminescence, 48 h; Potency, µM (titrated, usually from 46.1 µM), without a hit: at the top dose activity, negative = toxicity, usual class: cytotoxic; actives 2% (n = 360,000);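 note: potency is the fitted concentration of half-maximal effect; 0% = DMSO wells and -100% = cell-free medium wells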
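After a 2 h attachment period, IDH1KD HT-1080 cells took pin-transferred compound for 48 h at 37 °C; ATP-based luminescence after 10 min room-temperature reagent incubation reported viability.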
HEK293 tox: cytotoxicity in counter-screen for GLP-1R inverse agonists. actives 0.13% (n = 410,000). HEK293 cAMP-luciferase reporter cells, luminescence, 24 h. AID 624418. Potency, µM (top dose mostly 38.3 µM), for inactives: top-dose activity change, negative = inhibition, most hits filed as inhibitors;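 note: loss of luciferase light is scored as toxicity; potency is the fitted concentration of half-maximal effect; % is set by controls: 0 for no effect and ±100 for the full control effect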
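1536-well qHTS counterscreen of the MLSMR; 200 cells/uL, 12 h pre-incubation, 23 nL cpd, 24 h at 37 deg C 5% CO2, luciferase detection reagent, 12 min RT, luminescence. Inhibition = undesired.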
KB-V1 cytotox: kills drug-selected multidrug resistant KB-V1 cells. KB-V1 MDR cells viability, CellTiter-Glo, 72 h. Potency, µM (doses to about 46.1 µM), for the others: at the top dose activity change, negative = cytotoxicity, usual class: cytotoxic. actives 3.4% (n = 400,000). AID 1347076; note: potency is the fitted concentration of half-maximal effect; % is set by controls: 0 for no effect and ±100 for the full control effect; nearly all actives have a fitted effect of over 60% in size
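Luminescent ATP read-out (CellTiter-Glo, 10 min) measures survival of drug-selected KB-V1 MDR cells after 72 h, 37 degrees C compound exposure. Medium: phenol-red-free DMEM, 10% FBS. Values from fitted concentration-response curves.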
SW480 rereplic: DNA re-replication induction in SW480 cells; Potency, µM (highest dose often 46.1 µM), without a hit: at the top dose re-replication activation, most hits filed as activators; SW480 DNA re-replication, Hoechst DNA content imaging, 48 h; AID 624297; actives 1.8% (n = 340,000); note: potency is the fitted concentration of half-maximal effect; % of control where 0% means no effect; nearly all actives have a fitted effect of over 55% in size
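Image-based DNA-content assay: after two days of treatment, nuclei were labelled with the DNA dye Hoechst and imaged, and hits were compounds raising the count of nuclei showing high fluorescence intensity.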
MCF10A rerep: inducers of DNA re-replication in MCF 10A breast cells; MCF 10A DNA re-replication, Hoechst nuclear intensity, 48 h; Potency, µM (highest dose often 46.1 µM), without a hit: top-dose activity, positive = re-replication, usual class: activators; actives 2.9% (n = 350,000); AID 624296; note: potency is the fitted concentration of half-maximal effect; % of control where 0% means no effect; nearly all actives have a fitted effect of over 50% in size
HT1080-NT tox: kills 2HG-producing HT-1080-NT fibrosarcoma cells. HT-1080-NT fibrosarcoma viability, CellTiter-Glo ATP luminescence, 48 h. Potency, µM (titrated, usually from 46.1 µM), without a hit: top-dose activity, negative = less viability, most hits filed as cytotoxic. actives 1.6% (n = 360,000);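 note: NT is the 2HG producing partner of a matched IDH1 knockdown line; potency is the fitted concentration of half-maximal effect; 0% = DMSO-treated cells and -100% = media-only wells without cells; nearly all actives have a fitted effect of over 55% in size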
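Toxicity toward the 2HG-producing NT line was scored as %Activity, normalised to DMSO and no-cell wells, from CellTiter-Glo luminescence after 48 hours' treatment.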
KB-3-1 tox: kills parental KB-3-1 adenocarcinoma cells; KB-3-1 viability, CellTiter-Glo ATP luminescence, 72 h; Potency, µM (top dose mostly 46.1 µM), without a hit: at the top dose activity change, negative = cytotoxic, actives largely listed as cytotoxic; actives 1.4% (n = 400,000); AID 1347075; note: potency is the fitted concentration of half-maximal effect; % is set by controls: 0 for no effect and ±100 for the full control effect; nearly all actives have a fitted effect of over 60% in size
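Cells are dispensed, compounds pinned in, plates held at 37 °C for 72 h, then CellTiter-Glo is added and luminescence read after 10 minutes. Cell line: parental KB-3-1 in phenol-red-free DMEM, 10% FBS.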
IL1B secr inh: blocks inflammasome-driven IL-1 beta release; actives 4.7% (n = 360,000); activity change, % at 57.5 µM; THP-1 LPS/ATP IL-1B secretion, AlphaLISA, 16 h; active compounds read low; AID 743279; in the data active = activity change below about -50%; inconclusive = mostly about -30% to -49%; note: % is set by controls: 0 for no effect and ±100 for the full control effect
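THP-1 cells pretreated 1 hr with compounds (up to 57.5 uM final), then stimulated with LPS (250 ng/mL final) plus ATP (1.25 mM final); secreted IL-1B measured by AlphaLISA after 16 hr, decreased signal indicating inhibition.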
Active calls of the source: *; & = joins results of further samples; ! = not active in a repeat; [ ] = dose if it differs, or a comment. Unless noted, calls come from the whole dose curve; as a rule, active = well fitted curve in the direction sought with a large enough effect; inconclusive = small, poorly fitted or top-dose-only effect, or another doubt; inactive = no such curve, though single readings can be large; an effect the other way counts as inactive or inconclusive.

Start of the listing, in advance, two compounds:
What do the screens show for `CC(=O)c1cc(C(=O)Nc2ccccc2C(=O)O)oc1C`?
DRD3 agonist: -5.7; HT1080 IDH1KD tx: 2.9%; HEK293 tox: 68.6%[activator]; KB-V1 cytotox: -8.0%; SW480 rereplic: -1.5%; MCF10A rerep: 7.0%; HT1080-NT tox: 15.2%; KB-3-1 tox: -6.1%; IL1B secr inh: 10.0

How did CCCOP(=O)(c1ccc(N(C)C)cc1)C(O)c1ccccc1OC (stereo not drawn) do in these assays?
DRD3 agonist: -9.8; HT1080 IDH1KD tx: -0.6%; HEK293 tox: -22.4%; KB-V1 cytotox: 0.2%; SW480 rereplic: 1.1%; MCF10A rerep: 2.0%; HT1080-NT tox: 16.3%; KB-3-1 tox: 4.4%; IL1B secr inh: -14.6

The list itself (from the top)
What do the screens show for `CC(=O)c1cc(C(=O)Nc2ccccc2C(=O)O)oc1C`?
DRD3 agonist: -5.7; HT1080 IDH1KD tx: 2.9%; HEK293 tox: 68.6%[activator]; KB-V1 cytotox: -8.0%; SW480 rereplic: -1.5%; MCF10A rerep: 7.0%; HT1080-NT tox: 15.2%; KB-3-1 tox: -6.1%; IL1B secr inh: 10.0

How did CCCOP(=O)(c1ccc(N(C)C)cc1)C(O)c1ccccc1OC (stereo not drawn) do in these assays?
DRD3 agonist: -9.8; HT1080 IDH1KD tx: -0.6%; HEK293 tox: -22.4%; KB-V1 cytotox: 0.2%; SW480 rereplic: 1.1%; MCF10A rerep: 2.0%; HT1080-NT tox: 16.3%; KB-3-1 tox: 4.4%; IL1B secr inh: -14.6

How did O=c1c(Cl)c(Cl)cnn1Cc1ccccc1Cl do in these assays?
DRD3 agonist: -1.9; HT1080 IDH1KD tx: 18.4µM*; HEK293 tox: inconclusive; KB-V1 cytotox: 0.0%; SW480 rereplic: inconclusive; MCF10A rerep: 5.8µM*; HT1080-NT tox: inconclusive; KB-3-1 tox: inconclusive; IL1B secr inh: -99.8*

How did O=C(CC1Oc2ccccc2NC1=O)NCc1ccccc1 (stereo not drawn) do in these assays?
DRD3 agonist: -5.3; HT1080 IDH1KD tx: 4.5%; HEK293 tox: -0.4%; KB-V1 cytotox: -3.9%; SW480 rereplic: -0.2%; MCF10A rerep: 30.2%; HT1080-NT tox: 4.3%; KB-3-1 tox: -5.6%; IL1B secr inh: 4.5

How did O=C(Nc1ccc(Nc2ccccc2)cc1)c1ccc(F)cc1 do in these assays?
DRD3 agonist: -1.6; HT1080 IDH1KD tx: -15.7%; HEK293 tox: -13.6%; KB-V1 cytotox: 0.5%; SW480 rereplic: -2.9%; MCF10A rerep: -0.7%; HT1080-NT tox: -20.7%; KB-3-1 tox: -4.3%; IL1B secr inh: -10.4

How did N#Cc1c2n(c(=S)n(-c3ccc(F)cc3)c1=O)CCCCC2 do in these assays?
DRD3 agonist: -11.2; HT1080 IDH1KD tx: -0.8%; HEK293 tox: -5.6%; KB-V1 cytotox: -1.6%; SW480 rereplic: -2.8%; MCF10A rerep: 0.2%; HT1080-NT tox: -4.2%; KB-3-1 tox: -10.9%; IL1B secr inh: -19.9

Results for COc1ccccc1NC(=O)Nc1ccc(C(=O)N2CCCCC2)cc1 ?
DRD3 agonist: -7.1; HT1080 IDH1KD tx: inconclusive; HEK293 tox: -13.7%; KB-V1 cytotox: inconclusive; SW480 rereplic: -8.2%; MCF10A rerep: 12.5%; HT1080-NT tox: inconclusive; KB-3-1 tox: 0.0%; IL1B secr inh: inconclusive

What do the screens show for `COCC(O)CSc1nc(C)[nH]c1[N+](=O)[O-]` (stereo not drawn)?
DRD3 agonist: -9.4; HT1080 IDH1KD tx: -1.7%; HEK293 tox: -18.2%; KB-V1 cytotox: -2.9%; SW480 rereplic: -1.3%; MCF10A rerep: 0.2%; HT1080-NT tox: -2.5%; KB-3-1 tox: -2.1%; IL1B secr inh: 18.2

What do the screens show for `COc1ccc(C(=O)N/N=C(\C)CC(=O)Nc2cccc(C(F)(F)F)c2)cc1`?
DRD3 agonist: -18.8; HT1080 IDH1KD tx: -22.5%; HEK293 tox: inconclusive; KB-V1 cytotox: inconclusive; SW480 rereplic: 0.0%; MCF10A rerep: 0.9%; HT1080-NT tox: -19.3%; KB-3-1 tox: -3.3%; IL1B secr inh: -21.4

Results for O=C(NC(=S)Nc1cccc(-c2ccc(CO)o2)c1)c1cccs1 ?
DRD3 agonist: 0.4; HT1080 IDH1KD tx: 2.5%; HEK293 tox: inconclusive; KB-V1 cytotox: -12.9%; SW480 rereplic: -1.6%; MCF10A rerep: 8.5%; HT1080-NT tox: -0.8%; KB-3-1 tox: 10.4%; IL1B secr inh: inconclusive

What do the screens show for `O=C(NN=C1CCCC1)C1COc2ccccc2O1` (stereo not drawn)?
DRD3 agonist: 43.1*; HT1080 IDH1KD tx: inconclusive; HEK293 tox: -8.0%; KB-V1 cytotox: 9.0%; SW480 rereplic: 15.5%; MCF10A rerep: 17.9%; HT1080-NT tox: inconclusive; KB-3-1 tox: -4.5%; IL1B secr inh: 11.4

Results for O=C1CN(C(=O)COC(=O)[C@@H]2CCCN2S(=O)(=O)c2ccc(Cl)cc2)c2ccccc2N1 ?
DRD3 agonist: -1.2; HT1080 IDH1KD tx: 26.7%; HEK293 tox: 5.3%; KB-V1 cytotox: 0.0%; SW480 rereplic: -0.5%; MCF10A rerep: 2.8%; HT1080-NT tox: 14.4%; KB-3-1 tox: 0.1%; IL1B secr inh: -8.9

How did COCCC(=O)N1CCC(Oc2ccc(C(=O)N3CCC(N(C)C)C3)cc2)CC1 (stereo not drawn) do in these assays?
DRD3 agonist: -7.8; HT1080 IDH1KD tx: 11.0%; HEK293 tox: 0.3%; KB-V1 cytotox: 22.3%; SW480 rereplic: -9.3%; MCF10A rerep: 6.4%; HT1080-NT tox: 10.0%; KB-3-1 tox: 14.2%; IL1B secr inh: 12.7

Results for CCOC(=O)C1CCN(C(=O)C(C)Oc2ccc(C(=O)c3ccccc3)cc2)CC1 (stereo not drawn) ?
DRD3 agonist: -8.4; HT1080 IDH1KD tx: -10.0%; HEK293 tox: -1.0%; KB-V1 cytotox: inconclusive; SW480 rereplic: 10.4%; MCF10A rerep: inconclusive; HT1080-NT tox: -0.9%[9.24 µM]; KB-3-1 tox: -9.4%; IL1B secr inh: 0.0

What do the screens show for `COc1cc(C(=O)OCC(=O)N2CCN(S(=O)(=O)c3ccc(C)cc3C)CC2)c([N+](=O)[O-])cc1OC`?
DRD3 agonist: -5.4; HT1080 IDH1KD tx: -4.3%; HEK293 tox: -5.7%; KB-V1 cytotox: 9.2µM*; SW480 rereplic: 3.4%; MCF10A rerep: 4.1%; HT1080-NT tox: -5.8%; KB-3-1 tox: 1.1%; IL1B secr inh: 0.0

What do the screens show for `CC(C)CC(=O)N1CCN(CC2CC=CCC2)CC1` (stereo not drawn)?
DRD3 agonist: -9.8; HT1080 IDH1KD tx: 19.4%; HEK293 tox: 23.4%; KB-V1 cytotox: 0.5%; SW480 rereplic: 1.7%; MCF10A rerep: -0.5%; HT1080-NT tox: 25.1%; KB-3-1 tox: -4.4%; IL1B secr inh: -0.9

How did COC(=O)c1ccccc1NC(=O)CN(C)S(=O)(=O)c1ccc(OC)c(C)c1 do in these assays?
DRD3 agonist: 5.8; HT1080 IDH1KD tx: -20.3%; HEK293 tox: 2.1%; KB-V1 cytotox: -24.7%; SW480 rereplic: inconclusive; MCF10A rerep: 26.6%; HT1080-NT tox: -8.1%; KB-3-1 tox: 5.9%; IL1B secr inh: 12.8

Results for CC1(C)CCC(=O)N2CC[C@H]3C[C@H](OC(=O)Nc4ccccc4)C[C@@H]1[C@H]32 ?
DRD3 agonist: -5.8; HT1080 IDH1KD tx: -2.6%; HEK293 tox: -2.6%; KB-V1 cytotox: 18.4µM*!; SW480 rereplic: -11.8%; MCF10A rerep: -3.9%; HT1080-NT tox: 1.4%; KB-3-1 tox: 0.0%&-29.7%; IL1B secr inh: -17.8

Results for C=CCNC(=O)c1cc(-c2ccccc2O)on1 ?
DRD3 agonist: -3.7; HT1080 IDH1KD tx: 9.3%; HEK293 tox: -11.6%; KB-V1 cytotox: -16.0%; SW480 rereplic: 1.1%; MCF10A rerep: 1.1%; HT1080-NT tox: 13.2%; KB-3-1 tox: -12.7%; IL1B secr inh: 6.4

Results for CCCNC(=O)OCC12CC3CC(CC(C3)C1)C2 ?
DRD3 agonist: -10.7; HT1080 IDH1KD tx: -0.1%; HEK293 tox: -8.1%; KB-V1 cytotox: -15.1%; SW480 rereplic: -2.7%; MCF10A rerep: 1.6%; HT1080-NT tox: 2.8%; KB-3-1 tox: -5.1%; IL1B secr inh: 22.2

How did O=Cc1cc2ccccc2nc1SCc1ccc(Cl)cc1 do in these assays?
DRD3 agonist: -11.1; HT1080 IDH1KD tx: 7.31µM*; HEK293 tox: inconclusive; KB-V1 cytotox: inconclusive; SW480 rereplic: inconclusive; MCF10A rerep: inconclusive; HT1080-NT tox: 5.17µM*; KB-3-1 tox: 6.51µM*; IL1B secr inh: -3.2

Results for COc1ccc(N2CCN(C(=O)COC(=O)/C=C/c3ccc(C(F)(F)F)cc3)CC2)cc1 ?
DRD3 agonist: 0.2; HT1080 IDH1KD tx: 11.2%; HEK293 tox: 15.1%; KB-V1 cytotox: -24.2%; SW480 rereplic: -170.3%[inhibitor]; MCF10A rerep: -14.8%; HT1080-NT tox: -6.2%; KB-3-1 tox: -12.0%; IL1B secr inh: -15.8

Results for COc1ccc(S(=O)(=O)N2CCC(C(=O)NCc3ccncc3)CC2)cc1C ?
DRD3 agonist: 2.3; HT1080 IDH1KD tx: 4.0%; HEK293 tox: 0.1%; KB-V1 cytotox: -4.0%; SW480 rereplic: -11.9%; MCF10A rerep: -0.6%; HT1080-NT tox: 11.4%; KB-3-1 tox: 18.2%; IL1B secr inh: -3.4

No enrichment for hits; overall some 11% were active at least once.
